Screening data deposited in PubChem by several laboratories.
MDM2 E3 inh: blocks human Mdm2 ubiquitin ligase activity; Q00987; cell-based MDM2 ubiquitination luciferase reporter, 2 h; 0 = plate control, 100 = twice control, blank-subtracted; signal enhancement, % at 5 µM; actives 0.11% (n = 210,000); AID 1230;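 active = signal enhancement of 30% or more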;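 note: luminescence tracks abundance of the self-degrading MDM2-luciferase fusion protein; higher signal means inhibition of MDM2 E3 ligase activity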
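Assay system: mammalian cells stably expressing self-ubiquitinating, self-degrading MDM2 E3–luciferase fusion. Quantity: 2000 cells in each well. Medium: DMEM culture medium. Compound dosing: single-point 5 µM. Timing: cell settling 4 h, compound treatment 2 h, both 37 °C. Technique: luciferase luminescence. Read-out basis: percent signal gain over controls, blank-subtracted. Benchmarks: plate controls and plate blanks.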
Tb hexokinase: blocks Trypanosoma brucei hexokinase 1 activity; recombinant TbHK1, G6PDH-coupled NADH A340; inhibition, % at 10 µM; actives 0.11% (n = 220,000);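 active = inhibition of 50% or more in the single-dose primary screen; inactive = inhibition below 50%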
Runt-CBFb FRET: inhibitors of human RUNX1 Runt domain binding to CBFb | actives 0.46% (n = 220,000) | Cerulean-Runt/Venus-CBFb FRET ratio 530/480, 1 h | inhibition, % at 20 µM | AID 1496 | Q01196+Q13951;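 active = inhibition over about 50% at 20 µM in the single-dose screen, limit read from the data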;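 note: 0% = DMSO wells and 100% = excess unlabeled CBFb competitor control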
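Doses: 20 µM compound in 1% DMSO | Material: Cerulean-labeled Runt domain protein | Amount: Each fluorescent fusion protein 100 nM | Schedule: Two 1 h room-temperature incubations shielded from light | Measured by: FRET fluorescence | Evaluation: Loss of energy transfer signal | Controls: Unlabeled CBFb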
L929 necroptosis: L929 zVAD cell death inhibition; L929 zVAD necroptosis rescue, ATP luminescence, 24 h; with zVAD 60 µM; viability rescue, % at 10 µM; AID 1377; actives 0.38% (n = 220,000);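 active = activation, scaled between plate controls, above about 75%, limit read from the data; inactive = activation under that limit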;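 note: 0% = zVAD with DMSO and 100% = DMSO alone without zVAD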
Runt-SMMHC FRET: inhibitors of human RUNX1 Runt domain binding to CBFb-SMMHC; Q01196+Q13951; Cerulean-Runt/Venus-CBFb-SMMHC FRET ratio 530/480, 1 h; inhibition, % at 20 µM; actives 0.74% (n = 220,000);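 active = mean inhibition across duplicate retests at 20 µM reaching about 50%, limit read from the data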;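 note: 0% = DMSO wells and 100% = wells with excess untagged CBFb-SMMHC; inhibitors lower the FRET ratio by blocking Runt binding to CBFb-SMMHC; some results filed as inactive read as strong as hits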
EBV gp42 block: inhibitors of Epstein-Barr virus glycoprotein 42. AID 1085. actives 0.42% (n = 220,000). inhibition, % (tested at 21.74 µM). Fluorescence polarization binding assay, mP read-out; in the data active = inhibition above about 50%
Target sequence (Q1HVG2 whole entry, looked up): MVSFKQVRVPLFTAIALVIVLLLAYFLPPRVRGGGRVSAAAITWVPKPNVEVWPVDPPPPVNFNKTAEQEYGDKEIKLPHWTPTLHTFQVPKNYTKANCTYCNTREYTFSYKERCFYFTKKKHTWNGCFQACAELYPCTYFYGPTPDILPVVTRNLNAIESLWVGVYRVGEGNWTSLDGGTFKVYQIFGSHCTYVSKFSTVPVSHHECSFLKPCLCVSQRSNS
Hck Nef HTS: human Hck-Nef kinase inhibition. P08631. Recombinant Hck-YEEI plus Nef, Z-Lyte FRET kinase assay. inhibition, % at 20 µM. actives 0.68% (n = 220,000);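 active = Hck-Nef kinase inhibition above about 50%, limit read from the data; inactive = inhibition below that limit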;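 note: 0% = DMSO with Hck plus Nef and 100% = Hck alone without Nef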
Target sequence (P08631 whole entry, looked up): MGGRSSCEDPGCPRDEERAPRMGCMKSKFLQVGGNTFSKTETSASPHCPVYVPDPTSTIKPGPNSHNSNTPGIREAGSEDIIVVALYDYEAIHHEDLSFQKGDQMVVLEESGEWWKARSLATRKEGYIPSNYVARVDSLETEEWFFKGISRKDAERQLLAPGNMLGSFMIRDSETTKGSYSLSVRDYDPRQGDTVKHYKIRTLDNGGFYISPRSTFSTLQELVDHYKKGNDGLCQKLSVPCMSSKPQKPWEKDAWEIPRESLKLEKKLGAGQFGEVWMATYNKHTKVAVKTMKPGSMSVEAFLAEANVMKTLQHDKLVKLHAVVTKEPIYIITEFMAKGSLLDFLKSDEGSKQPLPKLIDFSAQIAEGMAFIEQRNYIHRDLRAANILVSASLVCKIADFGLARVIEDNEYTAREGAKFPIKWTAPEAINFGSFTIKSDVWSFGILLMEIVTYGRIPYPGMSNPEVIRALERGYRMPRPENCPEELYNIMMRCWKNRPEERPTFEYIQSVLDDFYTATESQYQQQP
14-3-3 Bad PPI: disrupts binding of bovine 14-3-3 zeta to phospho-Bad peptide. P63103. inhibition, % at 21.7 µM. actives 0.71% (n = 220,000). AID 781. TR-FRET 14-3-3zeta/Dy647-pBad peptide displacement, 1 h;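 active = inhibition above about 70%, limit read from the data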;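 note: 0% = full 14-3-3 plus peptide FRET controls and 100% = background without 14-3-3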
Target sequence (P63103 whole entry, looked up): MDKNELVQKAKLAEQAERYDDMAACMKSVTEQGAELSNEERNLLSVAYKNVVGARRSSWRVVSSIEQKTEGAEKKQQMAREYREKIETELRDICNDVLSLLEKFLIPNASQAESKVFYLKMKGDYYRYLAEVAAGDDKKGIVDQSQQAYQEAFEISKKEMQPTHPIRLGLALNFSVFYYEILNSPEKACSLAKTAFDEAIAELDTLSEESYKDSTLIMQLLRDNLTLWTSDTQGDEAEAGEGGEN
NCF1 inh: blocks human p47phox regulatory protein of NADPH oxidases. inhibition, % at 24.7 µM. p47phox/p22phox peptide binding, fluorescence polarization, 2 h. AID 1274. P14598. actives 0.53% (n = 220,000);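 active = inhibition above about 30%, limit read from the data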;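 note: 0% = p47phox with labelled peptide and 100% = labelled peptide alone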
* marks the source's active call; other numbers are inactive results; x = no result given; [ ] = dose if it differs, or a comment.

structure,MDM2 E3 inh,Tb hexokinase,Runt-CBFb FRET,L929 necroptosis,Runt-SMMHC FRET,EBV gp42 block,Hck Nef HTS,14-3-3 Bad PPI,NCF1 inh
C=CCn1c(O)c(C(C)=Nc2ccc(N(C)C)cc2)c(=O)[nH]c1=O,-4.1,-27.3,22.0,70.7,21.7,-3.5,4.8,-11.7,-10.4
NC(N)=N/N=C/c1cn(-c2ccccc2)nc1-c1cccs1,-13.8,3.1,1.6,-3.9,0.8,-13.1,27.6,15.5,-106.8
O=P(NS(=O)(=O)c1ccccc1)(Oc1ccccc1)Oc1ccccc1,-19.8,-4.1,-2.7,0.1,-2.6,-8.4,0.9,58.7[fluorescence artefact?],13.4
Nc1cc2nc3ccccc3nc2cc1N,-22.9,43.9,17.8,0.9,-371.8,179.0*,57.4*,18.4,6.1
CN(C)P(=O)(NC(=O)c1cccn1C)N(C)C,-20.4,2.3,1.4,3.8,-4.2,-18.2,22.8,-4.4,-0.2
CC(C)Cc1nnc(NC(=O)CCC(=O)N2CCC3(CC2)OCCO3)s1,-6.5,3.6,2.0,0.4,-3.2,-3.9,20.0,-0.1,-12.5
COC(=O)C(O)(c1ccc(NC(=S)NC(=O)c2ccccc2)cc1)C(F)(F)F (stereo not drawn),-29.9,-2.0,1.0,0.3,2.4,-11.6,1.2,-2.8,-4.9
Nc1c2c(nc3sc4c(c13)CCCC4)CCCCC2,-15.9,-0.9,0.5,0.2,4.0,1.7,2.3,12.3,-0.7
COc1ccc(C2c3c(nc(C)[nH]c3=O)Oc3c2c(=O)oc2ccccc32)cc1 (stereo not drawn),-14.7,-1.3,-1.8,-0.3,0.1,-8.9,19.9,2.8,-10.9
CN(C)c1ccc(N=Cc2c(O)n(CCC3=CCCCC3)c(=O)[nH]c2=O)cc1,5.3,-10.6,-25.1,3.3,3.1,-85.1,-4.5,1.8,5.4
COc1ccc(C(=O)C2CCCN(C3CSCCSC3)C2)c(C)c1 (stereo not drawn),-1.6,-2.0,-1.1,-1.5,3.6,-13.5,23.3,-9.0,-9.8
c1ccc(Cn2ccnc2)cc1,x,0.2,-0.9,0.8,3.1,5.0,4.5,2.1,0.9
O=C1NC(=O)N(c2ccccc2)C(=O)/C1=C/c1coc2ccc(O)cc2c1=O,x,-33.8,4.9,0.1,-13.8,-10.4,86.5*,10.3,-36.8
COc1cccc(Oc2c(C)oc3cc(OC(=O)N(C)C)ccc3c2=O)c1,-7.5,0.7,2.4,-0.1,1.2,-3.9,-0.7,-2.3,-0.2
COc1ccc(C(=O)N/N=C/C23CC[C@@H](O)CC2(O)CC[C@@H]2[C@@H]3CCC3(C)C(C4=CC(=O)OC4)CCC23O)cc1 (stereo partly drawn),-13.1,-4.8,-0.1,1.0,2.0,-3.4,26.5,-2.9,0.7
CCn1ccnc1CN1CCCC(C(=O)c2cc(F)ccc2OC)C1 (stereo not drawn),-1.8,-13.9,-1.4,0.1,-61.2,-8.0,-4.9,-2.8,-1.6
COc1ccc(OCC(=O)N2CCN(C/C=C/c3ccccc3)CC2)cc1,-94.1,5.8,-3.2,0.1,0.1,-11.1,-26.6,5.5,5.5
COc1ccc(N2C(=O)NC(=O)/C(=C\c3ccccc3[N+](=O)[O-])C2=O)cc1,-11.8,27.9,4.9,-1.4,5.6,-13.3,17.9,-1.8,2.2
CC/C(=N\NC(=O)c1ccccc1)c1c(O)n(Cc2ccccc2)c(=O)[nH]c1=O,-7.4,-18.9,-0.5,1.3,2.8,-1.5,-0.1,-1.4,-15.2
CCN(CC)C(=O)c1ccc(N2C(=O)C3CC=C(Cl)CC3C2=O)cc1 (stereo not drawn),-16.4,-1.6,-1.5,-1.0,0.7,-7.4,-1.4,-3.0,-6.5
CCCC1=C(C(=O)OCC)C2(C(=O)Nc3ccc(C)cc32)C(C#N)=C(N)O1 (stereo not drawn),-6.8,5.9,-1.4,-0.3,-3.6,-17.6,1.5,-13.2[fluorescence artefact?],-8.8
O=C(CSc1ccccc1)N1CCC2(CC1)OCCO2,-15.7,2.6,-1.9,0.1,-4.4,-10.5,0.4,1.9,-4.4
CCOC(=O)c1c(N)n(CCN2CCCCC2)c2nc3ccccc3nc12,-15.7,-4.3,41.3,0.0,98.9*,-18.7,29.4,-10.7,-11.7
CCC(=Nc1ccccc1NC(C)=O)c1c(O)n(C)c(=O)n(C)c1=O,-11.3,-11.4,2.1,-0.7,-2.3,-7.3,3.3,-14.1,-9.8
COc1ccc(NC(=O)c2cn(CCC#N)nc2-c2cccc([N+](=O)[O-])c2)cc1,x,-8.1,2.3,-0.9,6.1,-6.0,21.5,-1.8,1.8
Cc1cccc(CN2CCN(Cc3ccc(Cl)cc3)CC2)c1,-5.9,-6.8,-1.5,-0.3,-6.8,8.3,-18.0,65.0,-3.1
O=C(COC(=O)Cc1ccccc1)Nc1ccc(SC(F)F)cc1,-7.6,3.5,3.4,0.1,-1.1,-17.5,1.0,0.5,-8.3
CCn1c(O)c(/C(C)=N/N2CCCCC2c2cccnc2)c(=O)[nH]c1=S (stereo not drawn),-23.4,-34.5,-1.6,-0.6,7.1,-19.1,1.4,0.4,-88.0
CN1C(=O)C(C2(C#N)CCCCC2)C(=O)N(C)C1=O,-15.5,1.6,0.5,-1.4,17.0,-20.0,1.7,59.3[fluorescence artefact?],-2.7
O=C(NC(=O)N1CCC2(CC1)OCCO2)c1ccc(Cl)cc1,-4.1,-6.9,-1.9,-0.1,-1.8,-10.1,10.0,-7.9,x

Among those listed so far, these contain a cyano group:
structure,MDM2 E3 inh,Tb hexokinase,Runt-CBFb FRET,L929 necroptosis,Runt-SMMHC FRET,EBV gp42 block,Hck Nef HTS,14-3-3 Bad PPI,NCF1 inh
CCCC1=C(C(=O)OCC)C2(C(=O)Nc3ccc(C)cc32)C(C#N)=C(N)O1 (stereo not drawn),-6.8,5.9,-1.4,-0.3,-3.6,-17.6,1.5,-13.2[fluorescence artefact?],-8.8
COc1ccc(NC(=O)c2cn(CCC#N)nc2-c2cccc([N+](=O)[O-])c2)cc1,x,-8.1,2.3,-0.9,6.1,-6.0,21.5,-1.8,1.8
CN1C(=O)C(C2(C#N)CCCCC2)C(=O)N(C)C1=O,-15.5,1.6,0.5,-1.4,17.0,-20.0,1.7,59.3[fluorescence artefact?],-2.7

The list continues.
structure,MDM2 E3 inh,Tb hexokinase,Runt-CBFb FRET,L929 necroptosis,Runt-SMMHC FRET,EBV gp42 block,Hck Nef HTS,14-3-3 Bad PPI,NCF1 inh
COc1cc(/C=C2/C(=O)NC(=O)N(c3ccccc3)C2=O)ccc1O,-2.9,-29.4,10.0,0.1,30.3,-14.9,1.9,4.8[fluorescence artefact?],-13.0
CC1CN=C(Nc2ccccc2)S1 (stereo not drawn),-17.7,5.1,2.5,-0.1,4.1,1.4,1.2,2.3,-9.5
CN(C)CCN=Cc1c(O)n(Cc2ccc3c(c2)OCO3)c(=S)[nH]c1=O,9.5,3.4,1.1,0.8,0.8,14.0,16.5,1.9,-16.1
O=C(Cc1ccccc1)OCCNC(=O)c1cccnc1,-9.2,17.1,-0.8,-1.9,-3.3,-2.8,-16.7,70.6*,-8.4
CC1=CC(=O)NP(=O)(Oc2ccc3ccccc3c2)N1 (stereo not drawn),-2.2,12.5,4.7,-0.6,24.2,-23.8,0.4,60.1,23.2
O=C(Nc1cccc(OC(=O)N2CCOCC2)c1)N1CCOCC1,-18.0,-2.0,1.1,0.2,0.2,-7.2,2.4,9.4,-5.4
CCCN1C2CCCC1CC(NC(C)=O)C2 (stereo not drawn),-6.4,-3.3,0.3,0.7,6.5,-18.2,-1.0,-3.3,2.8
Cc1ccsc1C(=O)C1CCCN(Cc2ccccc2O)C1 (stereo not drawn),-6.0,6.4,-1.2,0.3,-2.6,1.9,10.4,-7.6,-5.0
COc1cc(C(=S)N2CCOCC2)cc(OC)c1OC(=O)Cc1ccccc1,-12.4,-3.9,1.1,-0.1,0.6,-0.2,21.5,-5.8,-3.3
Cc1ccc2c(c1)=C/C(=C\c1c(O)[nH]c(=S)[nH]c1=O)C(=O)N=2,-10.1,-0.5,40.4,0.3,23.9,4.1,9.3,19.3,-2.9
Cn1nc(N)c2c1N=P(N1CCOCC1)(N1CCOCC1)N=C2c1ccccc1,-7.7,-4.5,0.3,0.1,1.9,-16.7,1.5,-11.4,-6.2
Cc1cccc(N2C(=O)/C(=C/c3ccc(CN(CCC#N)S(C)(=O)=O)o3)C(=O)NC2=S)c1,-11.2,-3.1,7.9,-0.7,-2.5,-10.1,52.6*,54.4,-28.5
COc1ccc(C2=NCC(=S)Nc3ccc(Cl)cc32)cc1Cl,0.3,-10.6,-1.5,-2.7,-2.9,-7.1,9.2,-6.1,0.2
CCN(C(C)=O)c1cccc(-c2ccnc3c(C#N)cnn23)c1,x,x,1.5,x,-0.6,-8.8,x,-0.9,-8.8
COc1ccccc1C1=NCc2nnc(C)n2-c2ccc(Cl)cc21,-1.3,32.8,-1.2,-0.2,3.1,-18.5,0.7,-23.6,3.1
CCCCCCOc1ccc(CN2CCN(CC)CC2)cc1,-32.0,-0.1,2.6,0.8,2.4,-3.5,0.4,29.8,-6.1
CC(C)(C)N1Cc2ccccc2C1=N,-5.2,1.8,0.8,0.1,-6.3,5.7,-18.1,2.3,-3.5
CCC(COC(=O)NC)NC(=O)Oc1cccc(C)c1 (stereo not drawn),-4.8,0.9,x,-0.3,3.2,-13.5,-0.3,-2.8[fluorescence artefact?],-11.3
FC(F)(F)c1ccc2c(c1)nnn2C1CCN(Cc2nnnn2Cc2ccccc2)CC1,4.3,-0.4,-7.1,2.9,0.6,-6.3,-0.4,5.8,-9.5
COc1c(C)cc(C(=O)C2CCCN(Cc3ccccn3)C2)cc1C (stereo not drawn),-1.8,2.9,0.4,-1.2,-5.1,-7.2,14.1,4.4,-6.0
COP(=O)(OC)Oc1ccc(C(O)C(Cl)(Cl)Cl)cc1 (stereo not drawn),-9.1,-11.8,-1.8,0.4,-0.6,-2.6,8.2,-6.7,-7.8
Cc1cc(OC(=O)N(C)C)nc2c1c(C)nn2C,-8.0,-5.8,-1.7,-0.2,0.1,-7.5,0.5,1.7,-1.3
CC(C(=O)c1c[nH]c2ccccc12)N1CCOCC1 (stereo not drawn),-7.2,-10.6,0.7,1.1,-1.1,-10.7,16.5,-1.5,2.0
CCCCC/C=C\C/C=C\C/C=C\C/C=C\CCCC(=O)Nc1ccc(O)cc1,x,x,-0.9,x,-3.7,-4.9,x,-1.4,-8.4
CCCCn1c(O)c(C(CC)=NCCCN(C)C)c(=O)[nH]c1=O,-26.1,2.7,1.5,-0.3,-1.0,-7.1,1.2,3.8[fluorescence artefact?],-8.6
Cc1occc1C(=O)N1CCC2(CC1)OCCO2,-8.5,-1.6,0.3,-0.2,-4.9,-17.1,0.0,9.3,-0.2

A portion of the library (hit frequency here may not be typical).
